Mm-Cpn inhibitor = blocks the Methanococcus maripaludis chaperonin Mm-Cpn; purified Mm-Cpn ATPase, ADP Transcreener TR-FRET; Potency, µM (highest dose often 76.9 µM), inactives show top-dose activity, negative = inhibition, usual class: inhibitors; 330,000 tested, 0.031% active; AID 504842; further: potency means the concentration at half of the fitted maximal effect; on the % scale 0 is the no-effect control and ±100 the full control effect; nearly all actives have a fitted effect of over 80% in size
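Measured: ADP formation by purified Mm-CPN. Conditions: 25 nM protein, 10 uM ATP, Tris pH 7.4 with Mg2+, K+ and DTT, 37°C for 30 min. Detection: Transcreener HTRF after 30 min at room temperature.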
Nrf2 activator = activates Nrf2 signaling. AID 624171. 410,000 tested, 0.31% active. Potency, µM (highest dose often 46.1 µM), without a hit: at the top dose activation, usual class: activators. AREc32 ARE-luciferase reporter (MCF7-derived line), luminescence, 24 h; further: potency means the concentration at half of the fitted maximal effect; % of control where 0% means no effect; nearly all actives have a fitted effect of over 65% in size
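Steps: seed AREc32_Fluc cells (1000/well, 5% FBS OPTI-MEM); incubate overnight at 37 deg C; add 23 nL compound; incubate 24 hr; add Steady-Glo; hold 30 min RT; read luminescence.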
HepG2 tox = kills HepG2 cells in TGF-b inhibitor counter-screen. HepG2 CAGA-GFP viability, ATP luminescence, 18 h. Potency, µM (titrated, usually from 46.1 µM), inactives show at the top dose activity change, negative = cytotoxicity, actives largely listed as cytotoxic. 410,000 tested, 0.76% active; further: potency means the concentration at half of the fitted maximal effect; some results filed as inactive show a strong effect at the top dose
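CellTiter-Glo luminescence gave cytotoxicity after 18 hours at 37 degrees C. The cells were HepG2 CAGA-GFP in 1% FBS DMEM, stimulated with 500 pg/mL TGF-beta after compound addition. %Activity was normalised to no-cell wells (complete cell-killing) and DMSO (no toxicity), and curves were fitted and classified.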
CCT chaperon mod = cytosolic chaperonin activity modulation; activity change, % (no concentration beside the values), hits read low; 360,000 tested, 0.3% active; purified chaperonin ATPase assay, HTRF ADP detection, 30 min; AID 651819; in the data active means activity change below about -30%; further: on the % scale 0 is the no-effect control and ±100 the full control effect
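ATPase activity: ADP formed was measured by HTRF Transcreener (665/615 nm ratio) after 30 min at 37 deg C with 10 uM ATP. Compounds screened at one 76 uM concentration against 40 or 20 nM TRiC in Tris pH 7.4/KCl/MgCl2/DTT buffer.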
Abeta rescue = A-beta toxicity reversal in yeast. Potency, µM (titrated, usually from 46.1 µM), for the others: at the top dose growth rescue, hits mostly activators. AID 1347071. 410,000 tested, 0.063% active. yeast expressing A-beta42, growth rescue, OD600, 48 h; response scale: 0% DMSO, 100% iron-clioquinol control; further: potency means the concentration at half of the fitted maximal effect; nearly all actives have a fitted effect of over 55% in size
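Yeast A-beta toxicity model in growth medium with pinned compounds, 48 h at 30 C; growth read as absorbance at 600 nm. Normalized to FeCl3/clioquinol equimolar mix (positive) and DMSO (negative).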
A549 viability = kills or reduces viability of A549 cells in Nrf2 counter-screen | A549 ARE-Fluc cells, CellTiter-Fluor viability, 18-24 h | Potency, µM (doses to about 46 µM), without a hit: at the top dose activity change, negative = cytotoxicity, usual class: inhibitors | 390,000 tested, 0.16% active | AID 504648; further: potency means the concentration at half of the fitted maximal effect; on the % scale 0 is the no-effect control and ±100 the full control effect
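Cytotoxicity counterscreen: CellTiter-Fluor fluorescence was measured in A549 ARE_Fluc cells after 18-24 h of compound exposure in a concentration series. The subsequent BugLite luminescent read reports ARE-luciferase activity.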
pAkt inh = inhibitors of Akt phosphorylation; Neuro2A IGF-stimulated pAkt S473 HTRF, 20 min; hits give low values; activity change, % for hits at 50 µM; 360,000 tested, 0.32% active; in the data active means activity change below about -80%; inconclusive means mostly about -51% to -80%; further: on the % scale 0 is the no-effect control and ±100 the full control effect
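Neuro2A cells in DMEM with 0.5% FBS, overnight at 37 deg C, given compound at single 50 µM final, then IGF (6 nM final) for 20 min at 37 deg C. Lysed; phospho-Akt Ser473 by HTRF after 24 h, 665/615 ratio.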
TGFb inhibitor = inhibitors of TGF-b signaling; HepG2 CAGA-GFP TGF-b/SMAD3 reporter, GFP fluorescence, 18 h; TGF-beta stimulated, 500 pg/mL final; Potency, µM (titrated, usually from 46.1 µM), without a hit: at the top dose activity, negative = inhibition, hits mostly inhibitors; 410,000 tested, 1.2% active; AID 588855; further: potency means the concentration at half of the fitted maximal effect; on the % scale 0 is the no-effect control and ±100 the full control effect; nearly all actives have a fitted effect of over 65% in size
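TGF-beta reporter screen: HEPG2 CAGA-GFP, 1% FBS, 500 pg/mL TGF-beta final, 18 h; per-cell GFP summed per well; curves fitted and categorized by class.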
Nrf2 block = Nrf2 pathway inhibition; A549 ARE-Fluc reporter, luciferase luminescence, 18-24 h; Potency, µM (highest dose often 46 µM), without a hit: at the highest dose activity change, negative = inhibition, hits mostly inhibitors; 360,000 tested, 2.1% active; AID 504444; further: potency means the concentration at half of the fitted maximal effect; on the % scale 0 is the no-effect control and ±100 the full control effect; nearly all actives have a fitted effect of over 60% in size
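Quantitative HTS in A549 cells stably bearing an antioxidant response element-firefly luciferase construct. Inhibition of Nrf2-driven transcription was scored by luminescence after 18-24 h of compound exposure at 37 °C.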
The depositor's hits bear a star; i = inactive; ? = inconclusive; nt = not tested or not shown; [ ] = another dose, or the depositor's remark. Unless noted, the call rests on the fitted dose curve; in most records, active means well fitted curve in the direction sought with a large enough effect; inconclusive means small, poorly fitted or top-dose-only effect, or another doubt; inactive means no such curve, though single readings can be large; an effect the other way counts as inactive or inconclusive.

1. CCOC(=O)N1CCN(C(=O)c2ccc(-n3c(=S)[nH]c4ccccc4c3=O)cc2)CC1
2. Cc1nn(Cc2ccccc2)c2c1C(c1ccccc1)C(C#N)=C(N)O2 (stereo not given)
3. O=[N+]([O-])c1nn(-c2ccc(Cl)cc2)n(O)c1=NCc1ccccc1Cl
4. CC1(C)C2CCC1(C)C(SC(=N)N)C2 (stereo not given)
5. O=C(CSc1nnc(NC(=O)C2CC(=O)N(c3ccccc3)C2)s1)NCc1ccco1 (stereo not given)
6. CCC(C)C(NS(=O)(=O)c1ccc(C)cc1)C(=O)N1CCOCCOCCOCC1 (stereo not given)
7. COc1ccc(CNC(=O)c2cccn2-c2nnc(N3CCCCC3)s2)c(OC)c1
8. Cc1cccc(OCC(=O)Nc2ccc3c(c2)nc(CCN2CCN(C)CC2)n3C)c1
9. O=C(O)c1cc(-c2ccccc2)nn1CC1CC(c2cccc([N+](=O)[O-])c2)=NO1 (stereo not given)
10. Cc1c(NC(=O)c2cc3ccccc3o2)c(=O)n(-c2ccccc2)n1C

assay / compound | 1 | 2 | 3 | 4 | 5 | 6 | 7 | 8 | 9 | 10
Mm-Cpn inhibitor | -15% | -3% | 0% | nt | -3% | 0% | nt | -1% | nt | 1%
Nrf2 activator | -0.2% | 8.2% | 3.0% | 0.6% | 0.4% | 0.2% | 6.3% | 2.0% | -1.4% | 0.0%
HepG2 tox | 3% | 1% | -45% | -7% | 12% | 4% | -1% | -19% | -8% | -13%
CCT chaperon mod | -0.9 | -1.4 | 0.8 | -3.8 | 0.3 | 2.5 | nt | -2.1 | -2.5 | -0.9
Abeta rescue | -4% | -25% | -14% | 7% | 8% | 10% | ? | 0% | -8% | 4%
A549 viability | -3% | -8% | 0% | -3% | 5% | -22% | -2% | -9% | 5% | 2%
pAkt inh | nt | i | i | i | i | i | nt | i | i | i
TGFb inhibitor | 0% | 0% | 0% | -5% | -1% | 33%[activator] | ? | 7% | 21% | 0%
Nrf2 block | ? | -4% | ? | -5% | -3% | -22% | ? | ? | 5% | -2%

11. O=C(CC1C(=O)NCCN1Cc1ccc(-c2ccccc2)cc1)NCC1CCOCC1 (stereo not given)
12. Nn1c(COc2cccc(Br)c2)nnc1SCC(=O)N1CCc2ccccc2C1
13. CCN(CC(O)Cn1c2ccccc2c2ccccc21)S(=O)(=O)c1ccc(F)cc1 (stereo not given)
14. Cc1ccc(C)c(Cn2nnc3c(=O)[nH]c(C4CCCN(C(=O)c5ccco5)C4)nc32)c1 (stereo not given)
15. CCn1c(SCc2ccc(Cl)cc2Cl)nc2nc3c(cc2c1=O)CCCC3
16. COc1ccc(C2Nc3ccccc3-c3cc(C)nn32)cc1OC (stereo not given)
17. O=C(O)C1C2CCC(O2)C1C(=O)Nc1ccc(F)c(Cl)c1 (stereo not given)
18. CC(=O)NCCc1ccc(C(=O)COC(=O)c2ccc(C)s2)cc1
19. Cc1sc2ncnc(N3CCC(C(=O)NNC(=O)COc4ccc(Cl)cc4)CC3)c2c1C
20. O=C(CNS(=O)(=O)c1ccc(Br)s1)NCCc1ccc(Cl)cc1

assay / compound | 11 | 12 | 13 | 14 | 15 | 16 | 17 | 18 | 19 | 20
Mm-Cpn inhibitor | -1% | -1% | -4% | 3% | 1% | nt | 1% | nt | nt | -1%
Nrf2 activator | 0.3% | 0.5% | 3.9% | -0.8% | 0.2% | 3.9% | -0.4% | 5.7% | 0.8% | 0.3%
HepG2 tox | 2% | 3% | -93% | -4% | 9% | -3% | -1% | -3% | -35% | -32%
CCT chaperon mod | 0.4 | -0.8 | -1.7 | -3.6 | -3.4 | nt | -0.4 | -5.7 | -7.8 | 0.4
Abeta rescue | 8% | 9% | 23% | -4% | 19% | -11% | -2% | -4% | -13% | -11%
A549 viability | -1% | -4% | ? | -4% | -2% | -4% | -6% | nt | -1% | 5%
pAkt inh | i | i | nt | i | i | nt | i | i | i | i
TGFb inhibitor | 27% | 10% | ? | -2% | -4% | -30% | -9% | -1% | ? | 1%
Nrf2 block | -24% | -5% | nt | -5% | nt | nt | -3% | nt | ? | 12%

21. CCOC(=O)C1CCN(C(=O)CN2C(=O)NC3(CCCCC3)C2=O)CC1
22. O=C(O)C1=C[C@H](c2ccc(Br)cc2)C[C@H](OCCCCO)O1
23. Cc1ccsc1CN(C(=O)c1ccccc1)C1CCS(=O)(=O)C1 (stereo not given)
24. Brc1ccc2nc(-c3ccccc3)c(Cc3ccccc3)n2c1
25. CCOC(=O)C1CCC(CN(Cc2ccc(OC)cc2)S(=O)(=O)c2ccc(F)c(C(=O)Nc3cc(Cl)ccc3OC)c2)CC1 (stereo not given)
26. CCN(C(=O)C(C)OC(=O)CCCNC(=O)c1ccc(Cl)cc1)c1ccccc1 (stereo not given)
27. COC(=O)CN(c1ccc(C)cc1)S(=O)(=O)c1ccc(F)cc1
28. CSCC[C@H](NC(=O)OC(C)(C)C)c1nnc(SCC(=O)N(C)C)o1
29. CCCCN1CC(C(=O)NCc2ccc(C)cc2)CC1=O (stereo not given)
30. CC(C)(C)NC(=O)CCN(/N=C/c1ccccc1)C1=NS(=O)(=O)c2ccccc21

assay / compound | 21 | 22 | 23 | 24 | 25 | 26 | 27 | 28 | 29 | 30
Mm-Cpn inhibitor | 1% | nt | ? | nt | nt | 0% | -1% | 0% | 0% | 1%
Nrf2 activator | -0.4% | 0.1% | -0.6% | 5.3% | -0.3% | -0.6% | 0.0% | 0.3% | -0.1% | 0.0%
HepG2 tox | 12% | 2% | -5% | -15% | -17% | -11% | -6% | -1% | -3% | 15%
CCT chaperon mod | -5.9 | -1.5 | -2.4 | -1.0 | nt | -0.5 | 0.1 | -1.8 | -0.4 | -0.2
Abeta rescue | -1% | -8% | 3% | 11% | -7% | -2% | 14% | 8% | 24% | -3%
A549 viability | 0% | 9% | -14% | nt | 3% | 0% | -1% | -2% | 1% | -2%
pAkt inh | i | i | i | i | nt | i | i | i | i | i
TGFb inhibitor | 19% | 0% | 3% | 13µM* | -8% | -26% | 0% | -2% | 1% | 0%
Nrf2 block | 16% | -9% | -3% | nt | nt | -2% | 15% | 2% | 1% | 4%

31. CCN(CC(=O)Nc1c(F)cccc1F)C(=O)C1CCN(S(=O)(=O)c2ccc(F)cc2)CC1
32. CC(=O)c1cccc(NC(=O)NC2CCCCC2)c1
33. COCCNc1nc(N)c([N+](=O)[O-])c(NCC2CCCO2)n1 (stereo not given)
34. CS(=O)(=O)c1cccc(-c2ccc3nncn3c2)c1
35. CCCCN(CC)C(=O)Cc1ccc(Br)cc1
36. COc1ccccc1NC(=O)NNC(=O)c1ccncc1
37. Cc1ncc(CO)c(CNc2ccc(Oc3ccccc3)cc2)c1O
38. Cc1nn(-c2nnc(C)c(=O)[nH]2)c(C)c1SCC(=O)Nc1ccc(F)cc1
39. COc1ccc2cc(CCNC(=O)c3ccc(S(=O)(=O)N4CCCC4)cc3)c(=O)[nH]c2c1
40. CCCCC1(C)OC(=O)C(=Cc2ccc(N(CC)CC)cc2)C(=O)O1 (stereo not given)

assay / compound | 31 | 32 | 33 | 34 | 35 | 36 | 37 | 38 | 39 | 40
Mm-Cpn inhibitor | 4% | -2% | 2% | nt | 0% | nt | 0% | -2% | -20% | 1%
Nrf2 activator | -1.0% | -0.4% | 0.5% | -0.4% | -0.1% | -0.3% | 7.2% | -1.5% | 0.1% | 2.3%
HepG2 tox | 10% | -12% | 5% | 0% | 2% | -2% | -28% | 0% | 7% | -35%
CCT chaperon mod | -0.5 | -3.7 | -2.6 | 0.9 | -2.2 | -0.9 | -2.7 | -0.2 | 0.3 | -6.1
Abeta rescue | -3% | -15% | 21% | 1% | -5% | 9% | -6% | -1% | 7% | 27%
A549 viability | 3% | 11% | 0% | nt | 0% | 0% | 0% | 1% | 0% | -10%
pAkt inh | i | nt | i | i | i | i | i | i | i | i
TGFb inhibitor | -2% | 17% | 7% | 0% | ? | 13% | 0% | -6% | 11% | -8%
Nrf2 block | 5% | nt | 0% | nt | -7% | 24% | ? | -4% | 1% | -1%

Compound profiles, as listed above. Order of values: Mm-Cpn inhibitor	Nrf2 activator	HepG2 tox	CCT chaperon mod	Abeta rescue	A549 viability	pAkt inh	TGFb inhibitor	Nrf2 block
CCN(CC(=O)Nc1c(F)cccc1F)C(=O)C1CCN(S(=O)(=O)c2ccc(F)cc2)CC1 as listed: 4%	-1.0%	10%	-0.5	-3%	3%	i	-2%	5%
CCCCN(CC)C(=O)Cc1ccc(Br)cc1 as listed: 0%	-0.1%	2%	-2.2	-5%	0%	i	?	-7%
COCCNc1nc(N)c([N+](=O)[O-])c(NCC2CCCO2)n1 (stereo not given) as listed: 2%	0.5%	5%	-2.6	21%	0%	i	7%	0%
Cc1ncc(CO)c(CNc2ccc(Oc3ccccc3)cc2)c1O as listed: 0%	7.2%	-28%	-2.7	-6%	0%	i	0%	?

(listing goes on)
41. Cc1ccc(-n2c(SCc3ccc(C#N)cc3)nnc2-c2ccccn2)cc1
42. CC1(CCC(=O)N2CCCC(Nc3ccc(F)cc3)C2)CC1 (stereo not given)
43. CCN(CC)S(=O)(=O)c1ccc(O)c(C(=O)OCC(=O)NC2CCCC2)c1
44. Cc1cccc(C(=O)OCC(=O)Nc2ccc(F)cc2)c1

assay / compound | 41 | 42 | 43 | 44
Mm-Cpn inhibitor | 1% | -2% | 3% | 3%
Nrf2 activator | -0.9% | -0.5% | 0.6% | -0.3%
HepG2 tox | -20% | -6% | 10% | -12%
CCT chaperon mod | -0.5 | -1.9 | -0.2 | -0.2
Abeta rescue | 4% | 7% | -10% | -3%
A549 viability | -10% | 6% | -3% | 0%
pAkt inh | i | i | i | i
TGFb inhibitor | -13% | -9% | 5% | 1%
Nrf2 block | -12% | -27% | 9% | -16%

Assay outcomes from PubChem BioAssay.
